mHTT-CaM PPI inh: disrupts binding of mutant huntingtin to calmodulin. P42858. AlphaScreen His-mHTT/GST-CaM binding, luminescence. inhibition, % at 15 µM. hit rate 3.6% among 190,000;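 note: 0% = both proteins with DMSO and 100% = one protein alone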
Pf apPOL inh: Pf-apPOL DNA polymerase inhibition. Recombinant Pf-apPOL, molecular beacon fluorescence, 1.5 h. inhibition, % at 10 µM. hit rate 0.25% among 210,000
An asterisk follows results filed as active; i = inactive; · = no result given; & = joins results of further samples. Cut-off read from the data, not from the text of the source: active = inhibition above about 50%; inactive = the rest.

SMILES	mHTT-CaM PPI inh	Pf apPOL inh
CC(C)N1C(=O)C(C)N(C(=O)NCc2ccc(F)cc2)c2cccnc21 (centres undefined)	11	-2
Cc1ccc2nc(NC(=O)c3ccccc3)sc2c1	-6&-3	1&1
Cn1c(=O)c2cc(S(=O)(=O)NC3CC3)ccc2n(C)c1=O	-3	·
Cc1ccc(CN2CC(=O)N(Cc3ccco3)C(c3cccs3)C2=O)cc1 (centres undefined)	4	-4
Cc1cccc(C)c1NC(=O)N1CCC(c2cc(N)on2)CC1	-11	-3
Cc1cccc(NC(=O)CS(=O)(=O)c2cn(C)c3ccccc23)c1	7	2
O=C(NCc1ccccc1Cl)C(=O)NCc1c(F)cccc1F	-3	-1
O=C(Nc1ccc(Cl)c(Cl)c1)c1cc(S(=O)(=O)NCc2ccccc2)ccc1F	11	-7
COc1cccc(C(=O)Cn2cnc(-c3ccccc3)cc2=O)c1	4	-5
Cc1cc(C)c(NC(=O)Cc2ccc(F)cc2)c(C)c1	-1	-4
CC1C(=O)N(c2ccc(F)cc2)CCN1C(=O)Cc1ccccc1 (centres undefined)	-1	-4
CCc1ccc(C2C(C#N)=C(N)SC(N)=C2C#N)s1	21	·
CC1(C)CC(=O)C2=C(C1)OC(c1ccccc1Cl)C(C#N)=C2N (centres undefined)	-2	-6
CC(C)C(=O)N1CCN(c2nc3c(s2)CC(C(=O)NC2CCN(C)CC2)CC3)CC1 (centres undefined)	-7	-4
Cc1ccc(C)c(C(=O)Nc2cnc(N3CCOCC3)nc2)c1	1	2
Cc1[nH]c2ccccc2c1C=Nc1c(-c2ccco2)nc2ccccn12	91*	-3
COC1=NC2Nc3ccccc3N(C)C2C1c1ccc([N+](=O)[O-])cc1 (centres undefined)	31	-2
O=C(NNC(=O)c1ccc(Cl)cc1)Nc1cc(C(F)(F)F)cc(C(F)(F)F)c1	·	-4
CCc1ccc(NC(=O)c2cc3c(CO)cnc(C)c3oc2=Nc2ccc(OC)cc2OC)cc1	4	57*
O=C(Nc1ccc(N2CCOCC2)cc1)c1cccs1	-8	-11
COc1cccc(C=C2Oc3cc(OC)ccc3C2=O)c1	-7	0
Cc1ccc2[nH]cc(CCN3CC(C(=O)Nc4ccc(F)cc4F)CC3=O)c2c1 (centres undefined)	14	0
OC(COCC12CC3CC(CC(C3)C1)C2)CN1CCN(c2cccc(Cl)c2)CC1 (centres undefined)	99*	-3
COc1ccc(C2CN(C(=O)c3ccccc3)CC2C(=O)NC2CC2)cc1 (centres undefined)	1	0
Fc1ccc(N2CCN(c3ncnc4nc[nH]c34)CC2)cc1	-12	-7

Single records, as listed above:
COc1ccc(C2CN(C(=O)c3ccccc3)CC2C(=O)NC2CC2)cc1 (centres undefined) is listed as mHTT-CaM PPI inh: 1; Pf apPOL inh: 0
Cn1c(=O)c2cc(S(=O)(=O)NC3CC3)ccc2n(C)c1=O is listed as mHTT-CaM PPI inh: -3; Pf apPOL inh: ·

Continued:
SMILES	mHTT-CaM PPI inh	Pf apPOL inh
CC1CCCN(S(=O)(=O)c2ccc(F)c(C(=O)NCCc3cccc(Cl)c3)c2)C1 (centres undefined)	0	-4
CCN(CC)CCNC(=O)CN1C(=O)/C(=C/c2ccc(C(F)(F)F)cc2)Sc2ccccc21	100*	-4
O=C1C2CC(Br)C(Br)CC2C(=O)N1c1ccccc1O (centres undefined)	1	-13
O=C1CSC(c2ccccc2[N+](=O)[O-])N1c1ccc(Cl)c(Cl)c1 (centres undefined)	44	-5
CC(C)(C)c1ccc(OCCn2cc(C=C3C(=O)NC(=O)NC3=O)c3ccccc32)cc1	19	-45
COc1ccc2oc(C(F)(F)F)cc(=O)c2c1[N+](=O)[O-]	0	2
COc1ccc(/C=C(\NC(=O)c2ccco2)C(=O)Nc2ccc([N+](=O)[O-])cc2)cc1	15	-3
O=C(O)c1cc[n+](CCS(=O)(=O)[O-])cc1	-10	·
COc1cccc(N2CCN(C(=O)c3cccnc3SCCN(C)C)CC2)c1	37	0
COc1ccc(-n2ncc3c(Nc4ccc(C)c(Cl)c4)ncnc32)cc1	15	-6
Cc1ccc(C(=O)N2CCCC2c2cc(C(C)C)on2)cc1 (centres undefined)	-3	-2
COc1ccc(N2CCCS2(=O)=O)cc1NC(=O)c1ccccc1C(F)(F)F	-1	-4
O=C1C(=Nc2ccccc2)c2ccccc2N1CN1CCN(Cc2ccc3c(c2)OCO3)CC1	4	0
CCN1CCN(C(=O)c2c(C(C)C)nn(-c3ccccc3Cl)c2C(C)C)CC1	-3	4
O=C(NCC1CCN(Cc2ccsc2)CC1)C(=O)Nc1ccc(F)c(F)c1	-2	-9
Cc1ccnc(NS(=O)(=O)c2ccc(NC(=O)C3=COCCO3)cc2)n1	-15	-3
COc1ccc(C2=NOC(C(=O)Nc3cc(C)ccc3O)C2)cc1 (centres undefined)	8	6
CCOCCCNC(=O)c1cccc(C2CCCN(C(=O)Nc3ccc(CC)cc3)C2)c1 (centres undefined)	-1	2
Cc1ccc(NC(=O)C(C)Oc2ccc(F)cc2)cc1C (centres undefined)	-26	2
COc1ccc(-n2nc3c(c2NC(=O)c2ccc(Br)o2)CS(=O)(=O)C3)cc1	6	-6
Cc1cc(NC(=O)CSCC(=O)O)no1	·	-3&0
CC(C)c1nnc2n1CCN(C(=O)CCC1CCCC1)C2	1	0
COc1cccc(-c2cn3c(n2)N(C(=O)C2CCC2)CCC3)c1	12	-6
COc1ccc(C(=O)N2CCc3c(c(C(=O)NCc4ccc5c(c4)OCO5)nn3C)C2)cc1	47	-7
C=CCSc1nc(-c2cccnc2)ccc1C#N	0	·

Looked up by compound from above:
SMILES	mHTT-CaM PPI inh	Pf apPOL inh
Cc1ccc(NC(=O)C(C)Oc2ccc(F)cc2)cc1C (centres undefined)	-26	2
O=C1C(=Nc2ccccc2)c2ccccc2N1CN1CCN(Cc2ccc3c(c2)OCO3)CC1	4	0

Rewritten with each value named: four of the compounds above.
compound: Cn1c(=O)c2cc(S(=O)(=O)NC3CC3)ccc2n(C)c1=O
  mHTT-CaM PPI inh = -3
  Pf apPOL inh = ·

compound: Cc1ccc(CN2CC(=O)N(Cc3ccco3)C(c3cccs3)C2=O)cc1 (centres undefined)
  mHTT-CaM PPI inh = 4
  Pf apPOL inh = -4

compound: Cc1cccc(C)c1NC(=O)N1CCC(c2cc(N)on2)CC1
  mHTT-CaM PPI inh = -11
  Pf apPOL inh = -3

compound: Cc1cccc(NC(=O)CS(=O)(=O)c2cn(C)c3ccccc23)c1
  mHTT-CaM PPI inh = 7
  Pf apPOL inh = 2

Remaining list, next part
SMILES	mHTT-CaM PPI inh	Pf apPOL inh
O=C(Cc1ccc(NC(=O)Cn2c(=O)oc3ccccc32)cc1)NCC(F)(F)F	2	-2
CCCCC(=O)NC(c1ccccc1Cl)c1ccc2cccnc2c1O (centres undefined)	99*	-1
O=C(Nc1ccccc1F)c1cc(-c2cccs2)nc2ccccc12	-8	-6
COc1ccc(CNC(=O)CSCc2ccc(Cl)cc2)cc1	-10	-1
CCOc1cccc(CN2CCC(C(=O)NCCc3ccccc3)CC2)c1O	3	-9
COc1nc2c(c(=O)n(C)c(=O)n2C)n1Cc1ccccc1F	0&0	10&0
CS(=O)(=O)N(Cc1ccccc1)c1ccccc1C(=O)N1CCCCCC1	2	0
O=C(C1CCN(c2nc3ccc(-c4cccnc4)nc3s2)CC1)N1CCCCC1	8	-2
O=C(CSc1nc2sc3c(c2c(=O)[nH]1)CCCC3)N1CCOCC1	8	5
COc1ccc(N(C)C(=O)CNS(=O)(=O)c2cccs2)c(OC)c1	1	2
Nc1ncnc(NCCOCCO)c1[N+](=O)[O-]	0	-6
O=C(CCCOc1ccc(Cl)cc1)Nc1ccccc1F	-17	0
Cn1nc(COCc2ccccc2)c2c1CCN(S(=O)(=O)c1ccc3c(c1)CCC3)C2	56*	-2
O=C1CC(c2ccc3c(c2)OCO3)Sc2nc(-c3ccccc3)nn21 (centres undefined)	1	-8
Cc1ccc(N2CC(C(=O)N3CCC(c4nnc(-c5ccc(F)cc5)o4)CC3)CC2=O)cc1 (centres undefined)	5	-10
Cc1cccc(NC(=O)c2ccc([N+](=O)[O-])cc2Cl)c1C	5	-2
O=S1(=O)c2ccc(N3CCCC3)cc2Oc2ccccc2CN1Cc1cn(Cc2cccc(F)c2)nn1	-5	-5
CCOc1ccc(C(=O)Nc2cccc(-c3nc4ncccc4o3)c2)cc1[N+](=O)[O-]	1	-2
O=C(NCc1ccccc1Cl)c1cccn2c(=O)c3sccc3nc12	-1	-10
O=C1N=C(N2CCN(CCO)CC2)S/C1=C\c1ccc(Cl)cc1	15	-10
O=C1S/C(=C\c2ccc(O)cc2)C(=O)N1c1ccc(Cl)cc1	17	-7
CC(=O)c1nnc2cc(C)nn2c1C	·	-1
CCc1nc2c(c(=O)n1CC(=O)NC(C)(C)C)CN(Cc1ccccc1)CC2	-11	-1
CC(C)Cn1c(CCN2C(=O)c3ccccc3C2=O)nc2ccccc2c1=O	-2	-2
Cc1cc(N2CCN(C(=O)c3ccc(Cl)cc3Cl)CC2)c(F)cc1[N+](=O)[O-]	7	0

The list continues.
SMILES	mHTT-CaM PPI inh	Pf apPOL inh
O=C(NC1CCCC1)N1CCc2nc(-c3ccc(F)cc3)ncc2C1	-5	1
CCCC(C)NC(=O)c1ccccc1F (centres undefined)	1	-6
CCOc1cc(-c2cc(OC)c(OC)c(OC)c2)cc(=O)c2c(C)oc(C)c12	37	2
O=C1NC2(CCN(Cc3ccncc3)CC2)Nc2ccccc21	-2	-4
CCn1c(C2CCN(C(=O)Nc3cc(C)cc(C)c3)C2)nc2cccnc21 (centres undefined)	9	-2
CC(C=NOC(=O)c1cc2ccccc2s1)=NNc1c(Cl)cc(Cl)cc1Cl	·	-6
CC1CCC(NC(=O)C2c3ccccc3C(=O)N2Cc2ccc3c(c2)OCO3)CC1 (centres undefined)	42	-11
COCCn1cc(C(=O)NC2CCCC(C)C2C)c2c3ccccc3n(C)c2c1=O (centres undefined)	4	-7
COc1ccc(NC(=O)N2CCC(c3nc(C(=O)N4CCCCC4)c(C)o3)CC2)cc1F	2	-6
CCCNS(=O)(=O)c1ccc(F)c(C)c1	-8	6
Cn1ncc(Cl)c1C(=O)NCCn1cc(Br)cn1	-1	·
Cc1cc(NC(=O)Cn2nc3c(cc2=O)CCCC3)ccc1F	-5	0
COc1ccc(C=C2Oc3cc(OC(=O)N4CCOCC4)ccc3C2=O)c(OC)c1OC	6	-8
COc1ccccc1NC(=O)C1=C(C)Nc2nc(CCCO)nn2C1c1ccccn1 (centres undefined)	-5	2
O=C(CC1SC(=Nc2ccccc2)N(CCCO)C1=O)Nc1ccc(Cl)cc1 (centres undefined)	31	0
Cc1ccccc1C1CC(=O)Nc2n[nH]c(-c3ccccc3)c21 (centres undefined)	3	-1
O=C(c1ccc([N+](=O)[O-])cc1)N1CCN(Cc2c[nH]c3ccccc23)CC1	20	-2
COc1ccc(C(=O)Nc2cc(C)ccc2C)cc1I	-4	0
O=C(Nc1ccc(Br)cc1)c1ccccc1C(=O)c1ncc[nH]1	-6	-6
Cc1cc(F)ccc1NC(=O)c1csc(-c2ccc(C)n2C)n1	-2	-8
Nc1ccc(Oc2ccc3c(c2)C(=O)N(c2ccccc2F)C3=O)cc1	32	-2
COc1ccc(C2=CSC3=NCCN23)cc1F	7&3	-5&1
COc1ccc(C(=O)c2cccc([N+](=O)[O-])c2)cc1	1	-6
O=S(=O)(NC1CCCC1)c1ccc(Br)cc1	-10	·
COc1ccccc1N=c1oc2ccc(Br)cc2cc1C(=O)NC(C)=O	3	-2

The list continues:
SMILES	mHTT-CaM PPI inh	Pf apPOL inh
Cc1cc(S(=O)(=O)N2CCCC2)c(C)s1	-7	·
Cc1ccc(-c2csc3c(=O)n(CC(=O)N(C)c4ccccc4)cnc23)cc1	-15	-5
Cc1cc(C)c(C#N)c(SC2CC(=O)N(c3ccccc3)C2=O)n1 (centres undefined)	21	-3
CC(C)Cn1c(=O)c(N2CCN(C(=O)c3ccc(Cl)cc3)CC2)nc2ccncc21	4	-6
CCOc1ccc(N(C(C)C(=O)Nc2ccc(Br)c(C)c2)S(C)(=O)=O)cc1 (centres undefined)	44	-8
Cc1cc(OCC(=O)NCc2ccncc2)ccc1Br	-6	0
Clc1ccc(CO/N=C2\CCCc3nonc32)c(Cl)c1	i	-4
Cc1cc(C)cc(OCC(=O)Nc2cc(-c3nc4ncccc4o3)ccc2C)c1	-9	-3
Cc1ccc(/C=C2\SC(=Nc3ccc(F)cc3)NC2=O)s1	14	-2
CN(C)S(=O)(=O)c1ccc(C(=O)NCC2CN(c3ccc4c(c3)OCO4)C(=O)O2)cc1 (centres undefined)	-7	0
Cc1nc2c(C(=O)O)cnn2c(C)c1Cc1cccc(Cl)c1	-3	-11
O=C(c1ccc(-c2cccs2)nc1)N1CCOCC1	-6	-10
Cc1ccc(Oc2ncccc2[N+](=O)[O-])c([N+](=O)[O-])n1	·	-6
CCNC(=O)c1c(NC(=O)c2ccccc2[N+](=O)[O-])sc2c1CCCC2	13	-3
O=C(Cc1ccc(F)cc1)N1CCC(CCOc2ccccc2)CC1	9	-6
COc1ccccc1NC(=O)c1c(NC(=O)c2ccccc2Cl)sc2c1CCC2	-4	2

Not a retest: two of the compounds above.
SMILES	mHTT-CaM PPI inh	Pf apPOL inh
C=CCSc1nc(-c2cccnc2)ccc1C#N	0	·
O=C(Cc1ccc(NC(=O)Cn2c(=O)oc3ccccc32)cc1)NCC(F)(F)F	2	-2

This is a random part of the collection. About 3.6% of those tested had a hit in this group.
